POLK inh: inhibitors of human DNA polymerase kappa | 400,000 compounds, 0.53% hits | purified Pol kappa, fluorescent DNA synthesis assay, 10 min | Potency, µM (series often up to 107 µM), for inactives: at the highest dose activity, negative = inhibition, usual class: inhibitors | AID 588579; further: potency means the concentration at half of the fitted maximal effect; on the % scale 0 is the no-effect control and ±100 the full control effect
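Here, compound and 10 nM enzyme are combined for 15 min at room temperature; adding 50 nM substrate (final) starts DNA synthesis, tracked by fluorescence at 0 and 10 min against buffer-only wells.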
Pol iota inh: inhibitors of human DNA polymerase iota; 390,000 compounds, 1% hits; Potency, µM (titrated, usually from 115 µM), for the others: at the top dose activity, negative = inhibition, usual class: inhibitors; Q9UNA4; Pol iota fluorescent replication assay, 10 min; further: potency means the concentration at half of the fitted maximal effect
Target sequence (Q9UNA4 whole entry, looked up): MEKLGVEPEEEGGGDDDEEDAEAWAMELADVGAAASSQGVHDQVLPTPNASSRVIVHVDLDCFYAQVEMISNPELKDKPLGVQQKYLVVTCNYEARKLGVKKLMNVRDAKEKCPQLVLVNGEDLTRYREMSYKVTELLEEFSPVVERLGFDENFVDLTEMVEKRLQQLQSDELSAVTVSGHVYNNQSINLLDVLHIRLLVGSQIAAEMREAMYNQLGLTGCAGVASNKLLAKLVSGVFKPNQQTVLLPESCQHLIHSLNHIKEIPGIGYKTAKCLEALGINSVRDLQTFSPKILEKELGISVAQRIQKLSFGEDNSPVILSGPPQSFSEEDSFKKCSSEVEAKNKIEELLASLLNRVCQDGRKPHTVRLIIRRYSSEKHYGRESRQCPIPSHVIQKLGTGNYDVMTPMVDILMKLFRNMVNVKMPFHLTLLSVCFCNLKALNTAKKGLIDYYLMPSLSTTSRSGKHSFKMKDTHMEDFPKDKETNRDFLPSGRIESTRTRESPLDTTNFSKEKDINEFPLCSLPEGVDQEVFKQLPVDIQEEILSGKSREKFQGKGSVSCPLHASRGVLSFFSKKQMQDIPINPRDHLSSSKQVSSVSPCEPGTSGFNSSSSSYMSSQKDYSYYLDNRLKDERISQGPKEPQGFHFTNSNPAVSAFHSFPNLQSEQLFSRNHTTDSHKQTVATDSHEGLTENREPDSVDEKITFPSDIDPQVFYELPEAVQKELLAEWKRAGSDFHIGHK
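Fluorescent replication assay read twice, at 0 min and 10 min after adding 50 nM (final) substrate. Enzyme (10 nM) and compounds were first incubated 15 min at room temperature; enzyme-free buffer wells were negative controls.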
Tb PGK inh: blocks T. brucei phosphoglycerate kinase. 380,000 compounds, 0.043% hits. P07378. Potency, µM (highest dose often 57.5 µM), for inactives: at the top dose activity change, negative = inhibition, usual class: inhibitors. AID 602233. PGK/GAPDH coupled, Kinase-Glo luminescence, 60 min; further: potency means the concentration at half of the fitted maximal effect; on the % scale 0 is the no-effect control and ±100 the full control effect; nearly all actives have a fitted effect of over 60% in size
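Luminescent ATP detection (Kinase-Glo Plus) follows a 60-minute room-temperature incubation, with wells lacking PGK as controls. Buffer: 100 mM TEA (pH 7.6), 5 mM MgCl2, 0.01% Tween-20. Coupling enzyme GAPDH (100 nM final) supplies unstable 1,3-BPG in-well.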
Pol beta inh: DNA polymerase beta (human) inhibition. P06746. 340,000 compounds, 1.3% hits. Potency, µM (titrated, usually from 114 µM), inactives show at the highest dose activity change, negative = inhibition, actives largely listed as inhibitors. AID 485314. Pol beta primer extension/strand displacement, fluorescence kinetic; further: potency means the concentration at half of the fitted maximal effect; on the % scale 0 is the no-effect control and ±100 the full control effect
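Preincubation: enzyme (10 nM) with compound, 15 min, RT. Reaction: substrate added to 50 nM final. Reads: 0 and 10 min. Analysis: normalized, Hill fit.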
RXFP1 antagonist: RXFP1 (human) relaxin receptor antagonism; Q9HBX9; HEK293-RXFP1, relaxin-stimulated cAMP HTRF, 30 min; hits give low values; activity change, negative = inhibition, % at 57.5 µM; 350,000 compounds, 0.59% hits; AID 1259400;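 active means activity change of -60% or lower, but not beyond a set lower limit; inconclusive means change between -60% and -40%, or beyond the set limit; inactive means change above -40%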; further: on the % scale 0 is the no-effect control and ±100 the full control effect
POLH inh: DNA polymerase eta (human) inhibition | Q9Y253 | recombinant Pol eta, fluorescent DNA replication assay | Potency, µM (top dose mostly 114 µM), for inactives: at the highest dose activity change, negative = inhibition, hits mostly inhibitors | AID 588591 | 390,000 compounds, 1.2% hits; further: potency means the concentration at half of the fitted maximal effect; on the % scale 0 is the no-effect control and ±100 the full control effect
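Pol eta (10 nM) was preincubated with compounds for 15 min at room temperature, after which fluorescent replication substrate (50 nM final) was added to start the reaction. Fluorescence was read kinetically at 0 and 10 min.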
APE1 inh: inhibitors of human APE1 endonuclease | Potency, µM (top dose mostly 65.8 µM), without a hit: at the top dose activity change, negative = inhibition, actives largely listed as inhibitors | 350,000 compounds, 0.35% hits | recombinant APE1, TAMRA/BHQ-2 abasic DNA cleavage fluorescence;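 further: potency means the concentration at half of the fitted maximal effect; plate controls were vehicle for no effect and reference inhibitor for full effect; nearly all actives have a fitted effect of over 55% in size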
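Measures dequenching upon AP-site incision of a 5'-TAMRA/3'-BHQ-2 THF-containing duplex, 50 nM; human APE1 0.75 nM after 15 min room-temperature exposure to compound; kinetic three-point read at one-minute spacing.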
BLM helicase inh: Bloom syndrome helicase (human) inhibition. P54132. recombinant BLM DNA unwinding, fluorescence dequenching. Potency, µM (top dose mostly 56.1 µM), for inactives: at the highest dose activity change, negative = inhibition, actives largely listed as inhibitors. 350,000 compounds, 0.2% hits;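 further: potency means the concentration at half of the fitted maximal effect; plate controls were vehicle for no effect and no enzyme for full effect; nearly all actives have a fitted effect of over 35% in size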
Anesthetic bind: binds horse apoferritin like a general anesthetic; P02791; apoferritin/1-aminoanthracene competitive binding, fluorescence; Potency, µM (titrated, usually from 77.5 µM), inactives show top-dose activity change, negative = displacement, usual class: inhibitors; 350,000 compounds, 0.074% hits; AID 485281; further: potency means the concentration at half of the fitted maximal effect; on the % scale 0 is the no-effect control and ±100 the full control effect; nearly all actives have a fitted effect of over 20% in size
Target sequence (P02791 2-175 limits assumed): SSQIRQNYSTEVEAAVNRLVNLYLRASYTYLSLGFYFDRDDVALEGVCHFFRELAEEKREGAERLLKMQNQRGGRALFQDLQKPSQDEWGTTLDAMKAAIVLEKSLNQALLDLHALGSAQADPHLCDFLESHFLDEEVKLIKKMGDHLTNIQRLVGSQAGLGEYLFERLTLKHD
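In PBS, apoferritin at 10 uM is loaded with 1-AMA from a 50% saturated solution. After 10 min of compound exposure at ambient temperature, reduced 535 nm fluorescence indicates probe displacement.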
Numbers without * were called inactive; i = inactive; u = inconclusive; x = no result given; [ ] = remark or other dose. Unless noted, the call rests on the fitted dose curve; in most records, active means well fitted curve in the direction sought with a large enough effect; inconclusive means small, poorly fitted or top-dose-only effect, or another doubt; inactive means no such curve, though single readings can be large; an effect the other way counts as inactive or inconclusive. Not all compounds are listed; the hit share may differ from the screen's.

Results follow in this order: POLK inh	Pol iota inh	Tb PGK inh	Pol beta inh	RXFP1 antagonist	POLH inh	APE1 inh	BLM helicase inh	Anesthetic bind
C/C(=N\Nc1nc2ccccc2[nH]1)c1ccc2c(c1)OCO2
 : -10%	-2%	1%	-19%	-5	-4%	-8%	-18%	-10%
CC1(C)CC[C@]2(C(=O)O[C@@H]3O[C@H](CO)[C@@H](O)[C@H](O)[C@H]3O)CC[C@]3(C)C(=CCC4[C@@]5(C)CC[C@H](O[C@@H]6O[C@H](C(=O)O)[C@@H](O[C@H]7OC[C@@H](O)[C@@H](O)[C@@H]7O)[C@H](O)[C@H]6O)C(C)(C)C5CC[C@]43C)[C@@H]2C1 (stereo partly drawn)
 : -7%	-6%	8%	x	x	-5%	11%	x	x
S=C(Nc1cccnc1)N1CCCCC1
 : -22%	-18%	3%	-1%	7	-3%	0%	-3%	-6%
CCCc1cc(Nc2ccc(C)cc2)n2ncnc2n1
 : -8%	110%[activator]	0%	1%	1	-3%	-7%	-1%	-8%
CCOc1ccc(S(=O)(=O)NCCC(=O)NCc2ccccn2)cc1
 : -4%	19%	6%	x	4	2%	-4%	x	x
CCOC(=O)c1c(NC(=O)C2CCCO2)sc(C)c1C (stereo not drawn)
 : -11%	20%	5%	0%	0	-23%	6%	-8%	-17%
CC(C)Oc1ccc(C(CC(=O)NCc2ccco2)c2ccccc2)cc1 (stereo not drawn)
 : -17%	-20%[58.9 µM]	u	-10%	-8	-11%	1%	-10%	u
COc1ccc(NC(=O)CN(C)C(=O)c2cc(S(=O)(=O)N3CCCCCC3)ccc2OC)cc1
 : 5%	28%	-2%	x	-72*	8%	-8%	x	x
CC(C)Cn1nc(-c2ccccc2)c2ccccc2c1=O
 : -2%	19%	i	19%	-1	-11%	13%	-2%	2%
Cc1cccc(C(=O)Nc2ccc(CC(=O)O)cc2)c1
 : 16%	-17%	-7%	1%	-25	-8%	4%	-2%	-4%

Remaining list, next part
Results follow in this order: POLK inh	Pol iota inh	Tb PGK inh	Pol beta inh	RXFP1 antagonist	POLH inh	APE1 inh	BLM helicase inh	Anesthetic bind
CC(NC(=O)CNC(=O)[C@@H]1Cc2ccccc2CN1)c1ccccc1 (stereo partly drawn)
 : -12%	-2%	3%	-3%	6	-2%	33%	-1%	-3%
CC(C)(C)[C@H]1COC(=O)[C@@H](Cc2ccc(F)cc2)CC/C=C/C[C@@H](CC(=O)N[C@@H](CO)Cc2ccccc2)C(=O)N1
 : 0%	11%	9%	x	x	-17%	-21%	x	x
COc1ccc(CNC(=O)C2(CC3CC(c4ccccc4)=NO3)CCN(C(=O)C3(C)CC3)CC2)cc1 (stereo not drawn)
 : -8%	18%	8%	x	x	-8%	x	x	x
O=C(c1ccco1)N1CCN(S(=O)(=O)c2ccc(Br)cc2)CC1
 : 6%	12%	-1%	10%	-6	-18%	7%	-2%	-4%
COC(=O)C1CC(O)CN1C(=O)NC1CCCCC1 (stereo not drawn)
 : -3%	-8%	-6%	7%	-11	-9%	5%	-10%	-1%
COCCCNC(=O)c1oc2ccc(S(=O)(=O)N(C)C3CCCCC3)cc2c1C
 : -1%	0%	-9%	1%	-2	-8%	-7%	-4%	u
COc1ccc(CCNC(=O)COC(=O)/C=C/c2cccs2)cc1
 : 6%	76%[activator]	-6%	3%	-13	-14%	u	-2%	-10%
O=C(Cn1c(=O)n(-c2ccc(Cl)cc2)c(=O)c2sc3ccccc3c21)NC1CCCC1
 : 5%	29%	-4%	34%	x	-2%	x	-6%	-9%
CCn1cc(Br)c(C(=O)Nc2cccc(SC)c2)n1
 : -7%	26%	x	1%	5	-5%	-8%	-5%	-14%
CCCCc1nc(SCC(=O)Nc2cccc(Cl)c2)n[nH]1
 : 2%	114%[activator]	i	26%	-2	-7%	1%	-1%	-9%

Remaining list, next part.
Results follow in this order: POLK inh	Pol iota inh	Tb PGK inh	Pol beta inh	RXFP1 antagonist	POLH inh	APE1 inh	BLM helicase inh	Anesthetic bind
CN1CC(=O)N(C)c2nc(Br)n(C)c2C1=O
 : -1%	24%	-9%	40%	-19	-9%	-7%	-3%	-13%
COc1ccc(NC(=O)c2csc(C)c2)cc1OC
 : -5%	5%	-2%	22%	6	-11%	16%	-5%	-5%
CC(C)OCCCN(C)C1CCN(S(=O)(=O)c2ccc(-c3cc(C(F)(F)F)no3)s2)CC1
 : -14%	-10%	2%	-8%	1	-14%	-11%	-1%	-21%
COc1ccc(CN=C2NN=C(c3ccccc3)CS2)cc1
 : -6%	24%	6%	4%	3	-12%	-3%	-5%	u
O=C(NC(C(=O)N/N=C/c1c2ccccc2cc2ccccc12)c1n[nH]c(=O)c2ccccc12)c1ccccc1 (stereo not drawn)
 : -11%	6%	-2%	2%	-4	-8%	-3%	-2%	7%
Cc1c(C(=O)Nc2ccccc2N2CCOCC2)sc2nc3n(c(=O)c12)CCC3
 : x	x	x	-28%	x	x	-1%	2%	-7%
Cn1nc(C(F)(F)F)c(-c2ccccc2)c1NC(=O)CSCC(=O)O
 : -2%	51%[activator]	-2%	-5%	8	-8%	u	-6%	7%
COc1ccc(-c2nc(N3CCCC3)[nH]c(=O)c2C#N)cc1
 : -14%	-1%	-2%	28%	-1	4%	2%	2%	4%
CCc1ccccc1NC(=O)NNC(=O)CCc1ccccc1
 : -4%	0%	4%	29%	-9	-9%	30%	-3%	-12%
O=C(COc1cccnc1[N+](=O)[O-])Nc1cccc(S(=O)(=O)N2CCCCC2)c1
 : 3%	1%	i	-12%	10	-21%	-6%	2%	-4%

A few values from the results shown:
For RXFP1 antagonist, COc1ccc(NC(=O)c2csc(C)c2)cc1OC is entered as 6
For Pol iota inh, O=C(NC(C(=O)N/N=C/c1c2ccccc2cc2ccccc12)c1n[nH]c(=O)c2ccccc12)c1ccccc1 (stereo not drawn) is entered as 6%
For Tb PGK inh, Cn1nc(C(F)(F)F)c(-c2ccccc2)c1NC(=O)CSCC(=O)O is entered as -2%

Going on with the list:
Results follow in this order: POLK inh	Pol iota inh	Tb PGK inh	Pol beta inh	RXFP1 antagonist	POLH inh	APE1 inh	BLM helicase inh	Anesthetic bind
COC(=O)C1CCN(c2ccc([N+](=O)[O-])cc2[N+](=O)[O-])CC1
 : -6%	5%	i	-8%	7	-7%	28%	1%	-15%
COc1ccc(OC)c(/C=C/C(=O)N2CCN(S(=O)(=O)c3ccc(C)cc3C)CC2)c1
 : -4%	-2%	i	x	-5	-23%	-6%	x	x
Cc1onc(-c2ccccc2Cl)c1C(=O)N1CCC(C)CC1
 : 9%	24%	2%	16%	1	-20%	27%	-4%	-7%
Cc1ccc2c(CNC3CCCCC3)c(C(=O)O)n(Cc3ccc(F)cc3)c2c1
 : -8%	21%	-6%	-24%	x	-14%	x	2%	-2%
Cc1ccc(NC(=O)CSC2=NCCN2)cc1
 : -3%	-7%	-1%	-18%	-9	-17%	1%	-6%	-2%
O=C(CCc1ccccc1)Nc1ccc(F)c([N+](=O)[O-])c1
 : -6%	-16%	-12%	7%	-38	-20%	-6%	-1%	u
CCOC(=O)c1c(NC(=O)COC(=O)c2ccc([N+](=O)[O-])cc2)sc(C(=O)N(C)C)c1C
 : -7%	23%	-5%	x	-29	-3%	-11%	x	x
COc1cc(-c2nc(-c3cccnc3)no2)cc(OC)c1OC
 : -4%	21%	-2%	27%	-3	-22%	-2%	2%	-7%
c1ccc(-c2ccccc2OCCCCn2ccnc2)cc1
 : -5%	150%[activator]	8%	35%	7	-4%	0%	1%	-9%
O=C(COC(=O)Cn1nnc(-c2ccccc2)n1)Nc1ccccc1Br
 : -2%	23%	8%	x	-9	-7%	51%[activator]	x	x

(next part)
Results follow in this order: POLK inh	Pol iota inh	Tb PGK inh	Pol beta inh	RXFP1 antagonist	POLH inh	APE1 inh	BLM helicase inh	Anesthetic bind
C=CCn1c(O)c(N=NC(=O)CNC(=O)Cc2ccccc2)c2ccccc21
 : 3%	15%	i	23%	-32	-14%	60%[activator]	-4%	-14%
COc1ccc(Oc2coc3cc(OC(=O)c4cccs4)ccc3c2=O)cc1
 : -5%	-11%	-9%	14%	-18	-19%	9%	-7%	-6%
CC(=O)NN1C(=O)c2ccccc2NC1c1ccc(N(C)C)cc1 (stereo not drawn)
 : -15%	10%	8%	0%	8	-3%	u	-3%	-3%
Cc1ccc2nc(-c3ccc(NC(=O)CNC4CC4)cc3)sc2c1
 : 8%	7%	-8%	-27%	-11	6%	3%	1%	-23%
CCOC(=O)Cc1csc(NS(C)(=O)=O)n1
 : -11%	-2%	-8%	-20%	-3	-2%	16%	1%	-4%
COc1ccc(CCNC(=O)CCC(=O)N2CCOc3ccc(C)cc32)cc1OC
 : -9%	-1%	-2%	22%	-5	-2%	8%	1%	-6%
O=C(NCCO)C(=O)NCC1OCCCN1S(=O)(=O)c1cccs1 (stereo not drawn)
 : -1%	11%	i	-9%	-7	-15%	-3%	-7%	1%
NC(=O)c1cc2cc([N+](=O)[O-])ccc2oc1=O
 : -6%	-27%	i	u	-1	-11%	1%	-5%	-4%

Quoted at random: two compounds from above, in no set order.
Results follow in this order: POLK inh	Pol iota inh	Tb PGK inh	Pol beta inh	RXFP1 antagonist	POLH inh	APE1 inh	BLM helicase inh	Anesthetic bind
O=C(NCCO)C(=O)NCC1OCCCN1S(=O)(=O)c1cccs1 (stereo not drawn)
 : -1%	11%	i	-9%	-7	-15%	-3%	-7%	1%
CCOC(=O)Cc1csc(NS(C)(=O)=O)n1
 : -11%	-2%	-8%	-20%	-3	-2%	16%	1%	-4%

Another view of 3 compounds above.
compound	POLK inh	Pol iota inh	Tb PGK inh	Pol beta inh	RXFP1 antagonist	POLH inh	APE1 inh	BLM helicase inh	Anesthetic bind
C=CCn1c(O)c(N=NC(=O)CNC(=O)Cc2ccccc2)c2ccccc21	3%	15%	i	23%	-32	-14%	60%[activator]	-4%	-14%
Cc1ccc2nc(-c3ccc(NC(=O)CNC4CC4)cc3)sc2c1	8%	7%	-8%	-27%	-11	6%	3%	1%	-23%
COc1ccc(Oc2coc3cc(OC(=O)c4cccs4)ccc3c2=O)cc1	-5%	-11%	-9%	14%	-18	-19%	9%	-7%	-6%
